Screening results deposited in PubChem BioAssay by National Center for Advancing Translational Sciences (NCATS).
G9a inh – G9a (human) methyltransferase inhibition; Potency, µM (series often up to 102 µM), without a hit: at the top dose activity, negative = inhibition, usual class: inhibitors; 350,000 compounds, 8.8% hits; Q96KQ7; G9a H3K9 monomethylation, AlphaScreen, 2 h; active = well fitted inhibition curve with a large enough effect; inconclusive = small, poorly fitted or top-dose-only effect; inactive = no such curve, though single readings can be large or run the other way; also: nearly all actives have a fitted effect of over 75% in size
Target sequence (Q96KQ7 913-1193 limits assumed): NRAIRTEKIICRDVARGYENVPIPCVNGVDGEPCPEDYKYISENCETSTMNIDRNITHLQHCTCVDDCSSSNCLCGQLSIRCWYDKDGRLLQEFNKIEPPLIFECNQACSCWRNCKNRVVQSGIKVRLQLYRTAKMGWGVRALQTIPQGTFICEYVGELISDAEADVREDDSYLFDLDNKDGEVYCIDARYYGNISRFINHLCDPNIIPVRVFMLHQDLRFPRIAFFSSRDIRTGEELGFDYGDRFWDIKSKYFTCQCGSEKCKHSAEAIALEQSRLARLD
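G9a (20 nM) preincubated 15 min RT with compounds, then 500 nM biotinylated H3K9 peptide and 20 uM SAM added; 2 h RT reaction. Monomethyl-H3K9 product detected by AlphaScreen with anti-H3K9me1 antibody, streptavidin donor and anti-rabbit IgG acceptor beads.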
* hit, by the source's call; ? = inconclusive; & = joins results of further samples; [ ] = another dose, or the depositor's remark. % is scaled to controls: 0 for no effect and ±100 for the full control effect; potency is read from the fitted curve at half-maximal effect.

compound	G9a inh
OC[C@H]1O[C@@H](n2cnc3c(NC4CCCC4)ncnc32)[C@H](O)[C@H]1O	44%[activator][12.7 µM]
COc1ccc(-c2nc3cnc(N4CCNCC4)nc3n(Cc3ccc(F)cc3)c2=O)cc1	-5%[12.7 µM]
O=c1cc(-c2cccc(F)c2)[nH]c2cc(F)ccc12	10%
COc1ccc(-c2nc3cnc(OC)nc3n(CCc3ccccc3)c2=O)cc1	13%[0.501 µM]
COCCNc1ncncc1-c1c(C)noc1C	3%[0.501 µM]
CC/C(=C(/c1ccccc1)c1ccc(OCCN(C)C)cc1)c1ccccc1	22µM*
Cc1ccccc1-c1nccc(NCc2cccs2)n1	-3%[0.501 µM]
O=C(Cc1ccccc1)NO	-24%[2.33 µM]
CN(C)c1nc(-c2ccc3c(c2)OCO3)nc2ccccc12	-2%[0.501 µM]
O=C(c1ccncc1)N1CCC[C@@]2(CCN(c3ccncc3)C2)C1	2%[12.7 µM]
CCCCC[C@H](O)CC(=O)CCc1ccc(O)c(OC)c1	27%&37%[59 µM]
COCCn1c(=O)c(-c2cccc(C#N)c2)nc2cnc(Oc3ccc(OC)cc3)nc21	0%[0.501 µM]
c1ccc(-c2cccc(N3CC4(CCNCC4)C3)c2)cc1	1%[12.7 µM]
CS(=O)(=O)N1CCC[C@@]2(CCN(C(=O)Nc3cccc(C#N)c3)C2)C1	-1%[12.7 µM]
COC(=O)c1c(C)cc(OC(=O)c2c(C)cc(O)c(C=O)c2O)c(C)c1O	-12%[2.33 µM]
COc1ccccc1CNc1ncnc2ccc(-c3cccc(C#N)c3)cc12	-38%[0.501 µM]
COc1cccc(Cn2c(=O)c(-c3ccc(Cl)cc3)nc3cnc(OC)nc32)c1	2%[0.501 µM]
O=C(O)[C@H]1CCCN1	40%[59 µM]
O=Cc1c2[nH]c3ccccc3c2cc2[nH]c3ccccc3c12	3%&-10%&2%[59 µM]
O=C(c1cccc(F)c1)N1CCC2(CCCN(C(c3ccccc3)c3ccccc3)C2)CC1	-3%[12.7 µM]
OC1C=C2CCN3Cc4cc5c(cc4C(C1O)C23)OCO5 (centres undefined)	-33%[2.33 µM]
Cn1c(=O)c(CCc2ccccc2)nc2cnc(N3CCOCC3)nc21	2%[0.501 µM]
COCCn1c(=O)c(-c2cccs2)nc2cnc(N3CCNCC3)nc21	8%[0.501 µM]
Cc1cccc(C)c1NC(=O)C[N+](C)(C)C	57%[activator][12.7 µM]
O=c1c(-c2cc(F)cc(F)c2)nc2cnc(Oc3ccccc3)nc2n1C[C@H]1CCCO1	-1%[12.7 µM]
O=C(c1cc(C(F)(F)F)cc(C(F)(F)F)c1)N1CCC2(CC1)CCN(c1ncccn1)CC2	-5%[12.7 µM]
O=[N+]([O-])c1ccc(CSc2ncnc3c2ncn3[C@@H]2O[C@H](CO)[C@H](O)[C@H]2O)cc1	19%[12.7 µM]
CN(C)c1ncc2nc(-c3ccc(F)cc3)c(=O)n(C[C@H]3CCCO3)c2n1	3%[0.501 µM]
CCNc1ncc2nc(CCc3ccccc3)c(=O)n(Cc3ccc(F)cc3)c2n1	7%[0.501 µM]
CSc1ccc2c(c1)[C@H](N1CCN(C)CC1)Cc1ccccc1S2	?
COC(=O)N1CCC2(CC1)CN(c1ccccn1)C2	0%[12.7 µM]
COc1cccc(-c2ccc3ncnc(NCc4ccccc4)c3c2)c1	0%[0.501 µM]
Cc1ccc(CN2C(=O)C[C@@H](NS(=O)(=O)c3ccc4ccccc4c3)C/C=C\C2c2ccc(C)cc2)cc1 (some centres undefined)	6.3µM*
CN(C)c1ncc2nc(-c3ccccc3)c(=O)n(CCc3ccccc3)c2n1	8%[0.501 µM]
CC(=O)Nc1ccc(OC[C@@H](O)CNC(C)C)cc1	8%[21.5 µM]
Cc1nc2cnc(OCc3ccccc3)nc2n(C)c1=O	9%[0.501 µM]
CC(=O)N1CCC[C@@]2(CCN(Cc3cc(C(F)(F)F)cc(C(F)(F)F)c3)C2)C1	38%[12.7 µM]
CN1CCN(c2ncncc2-c2cccnc2)CC1	-15%[0.501 µM]
c1ccc(CN(CCN(Cc2ccccn2)Cc2ccccn2)Cc2ccccn2)nc1	-8%[59 µM]
Cn1cc(-c2nc3cnc(Oc4ccccc4)nc3n(CCC#N)c2=O)c2ccccc21	-1%[12.7 µM]
CCCCCCCCCCOCCC(=O)O	29%[59 µM]
COCCn1c(=O)c(-c2ccccc2)nc2cnc(N3CCN(C)CC3)nc21	-1%[0.501 µM]
COc1ccccc1-c1nc(N(C)Cc2ccco2)c2ccccc2n1	0%[0.501 µM]
Cc1noc(C)c1-c1ccc2ncnc(NCc3cccs3)c2c1	14%[0.501 µM]
O=C(NC1CCCCC1)NC1CCCCC1	-27%[2.33 µM]
CC1(C)OC2C[C@](O)(C(N)=O)C[C@H](O)[C@H]2O1 (some centres undefined)	-7%[2.33 µM]
NC(C(=O)O)c1cccc(O)c1 (centres undefined)	43%[59 µM]
COCCn1c(=O)c(-c2cn(C)c3ccccc23)nc2cnc(N3CCNCC3)nc21	10%[0.501 µM]
O=C(c1ccco1)N1CCC2(CC1)CN(c1cccc(-c3ccccc3)c1)C2	31%[12.7 µM]
O=C(Nc1ccc(C(=O)Nc2ccc(C(=O)Nc3ccc(S(=O)(=O)O)c4cc(S(=O)(=O)O)cc(S(=O)(=O)O)c34)cc2)cc1)Nc1ccc(C(=O)Nc2ccc(C(=O)Nc3ccc(S(=O)(=O)O)c4cc(S(=O)(=O)O)cc(S(=O)(=O)O)c34)cc2)cc1	1.3µM*
COCCn1c(=O)c(-c2cn(C)c3ccccc23)nc2cnc(N3CCOCC3)nc21	4%[0.501 µM]
O=c1c(-c2cc(F)cc(F)c2)nc2cnc(N3CCNCC3)nc2n1CCc1ccccc1	-1%[12.7 µM]
Cc1cccc(CNc2ncncc2-c2ccccc2C)c1	-9%[0.501 µM]
COc1cccc(Nc2ncc3nc(C)c(=O)n(C[C@H]4CCCO4)c3n2)c1	9%[0.501 µM]
CS(=O)(=O)N1CCC2(CC1)CN(c1cccc(-c3ccccc3)c1)C2	40%[12.7 µM]
O=C(c1ccncc1)N1CCC2(CC1)CN(c1ccccn1)C2	6%[12.7 µM]
O=C(c1cnccn1)N1CCC2(CCCN(c3ccncc3)C2)CC1	-1%[12.7 µM]
CC(C)CN1CC[C@@]2(CCCN(C(=O)c3cc(C(F)(F)F)cc(C(F)(F)F)c3)C2)C1	10%[12.7 µM]
COc1ccc(-n2c(=O)c(C)nc3cnc(OC)nc32)cc1	-2%[0.501 µM]
COc1ccc(-n2c(=O)c(CCc3ccccc3)nc3cnc(N4CCOCC4)nc32)cc1	0%[0.501 µM]

In the list so far, 2 have two or more sulfur atoms.
compound	G9a inh
CSc1ccc2c(c1)[C@H](N1CCN(C)CC1)Cc1ccccc1S2	?
O=C(Nc1ccc(C(=O)Nc2ccc(C(=O)Nc3ccc(S(=O)(=O)O)c4cc(S(=O)(=O)O)cc(S(=O)(=O)O)c34)cc2)cc1)Nc1ccc(C(=O)Nc2ccc(C(=O)Nc3ccc(S(=O)(=O)O)c4cc(S(=O)(=O)O)cc(S(=O)(=O)O)c34)cc2)cc1	1.3µM*

Marked active in G9a inh, of those listed so far:
compound	G9a inh
CC/C(=C(/c1ccccc1)c1ccc(OCCN(C)C)cc1)c1ccccc1	22µM*
Cc1ccc(CN2C(=O)C[C@@H](NS(=O)(=O)c3ccc4ccccc4c3)C/C=C\C2c2ccc(C)cc2)cc1 (some centres undefined)	6.3µM*
O=C(Nc1ccc(C(=O)Nc2ccc(C(=O)Nc3ccc(S(=O)(=O)O)c4cc(S(=O)(=O)O)cc(S(=O)(=O)O)c34)cc2)cc1)Nc1ccc(C(=O)Nc2ccc(C(=O)Nc3ccc(S(=O)(=O)O)c4cc(S(=O)(=O)O)cc(S(=O)(=O)O)c34)cc2)cc1	1.3µM*

(listing goes on)
compound	G9a inh
O=c1c(-c2cccs2)nc2cnc(N3CCOCC3)nc2n1Cc1cccs1	2%[0.501 µM]
COCCn1c(=O)c(-c2cccc(Cl)c2)nc2cncnc21	-3%[0.501 µM]
CN(C)c1ncc2nc(-c3ccc(Cl)cc3)c(=O)n(CCC#N)c2n1	9%[0.501 µM]
CCCCC/C=C\C\C=C/C=C/C=C/[C@@H](SC[C@H](N)C(=O)O)[C@@H](O)CCCC(=O)O	38%[59 µM]
Cn1c(=O)c(CCc2ccccc2)nc2cnc(Oc3ccccc3)nc21	12%[12.7 µM]
Cc1cccc(CNc2ccnc(-c3ccccc3C(F)(F)F)n2)c1	14%[0.501 µM]
Cc1noc(C)c1-c1nc(NC2CCNCC2)c2ccccc2n1	-15%[0.501 µM]
CC(=O)N1CCC2(CC1)CN(Cc1ccccc1)C2	8%[12.7 µM]
CN[C@@H]1[C@H](O[C@@H]2O[C@H](C)[C@@](O)(CO)[C@H]2O[C@H]2[C@H](O)[C@H](O)[C@H](N=C(N)N)[C@@H](O)[C@@H]2N=C(N)N)O[C@@H](CO)[C@H](O)[C@H]1O	10µM*
Cn1c(=O)c(-c2ccc(Cl)cc2)nc2cncnc21	4%[0.501 µM]
COc1cccc(Cn2c(=O)c(CCc3ccccc3)nc3cnc(N(C)C)nc32)c1	2%[0.501 µM]
CN1CCN(c2ncc3nc(-c4ccccc4)c(=O)n(Cc4ccc(F)cc4)c3n2)CC1	3%[12.7 µM]
C=C(C)C1CC=C(C)C(O)C1 (centres undefined)	21%[59 µM]
CCCCCCOC(=O)C1(O)CC2OC1(C)n1c3ccccc3c3c4c(c5c6ccccc6n2c5c31)C(=O)NC4 (centres undefined)	26%[2.33 µM]
COc1cccc(-c2nc(NCc3ccccc3OC)c3ccccc3n2)c1	0%[0.501 µM]
CCCCCCCCCCC/C=C\C/C=C\CCCC(=O)O	9%[59 µM]
COc1ccc2[nH]cc(CCNc3cc(-c4ccccc4C)ncn3)c2c1	-29%[0.501 µM]
N#C/C(=C\c1cc(Cl)cc(Cl)c1)c1cccnc1	24%&14%[59 µM]
NCCCC(N)CC(=O)NCC1NC(=O)C(CO)NC(=O)C(N)CNC(=O)C(C2CCN=C(N)N2)NC(=O)/C(=C\NC(N)=O)NC1=O (centres undefined)	-32%[2.33 µM]
COc1ccc(NC(=O)c2ccc(-c3ccc(-c4noc(C)n4)cc3C)cc2)cc1OCCN(C)C	16µM*
CC1(C)C(=O)C=C[C@]2(C)C1CC(=O)[C@]1(C)C2CC[C@@]2(C)C(c3ccoc3)OC(=O)C3O[C@@]321 (some centres undefined)	-50%[2.33 µM]
COc1ccccc1-c1nc(NCc2cccnc2)c2ccccc2n1	4%[0.501 µM]
COc1ccc(-c2nc3cnc(Nc4cccc(OC)c4)nc3n(C)c2=O)cc1	11%[0.501 µM]
O=C(c1csnn1)N1CCC2(CC1)CN(Cc1cc(C(F)(F)F)cc(C(F)(F)F)c1)C2	10%[12.7 µM]
O=c1cc(-c2ccc(F)cc2F)[nH]c2ccc(F)cc12	?
CCNc1ncc2nc(-c3cc(F)cc(F)c3)c(=O)n(-c3ccccc3)c2n1	-4%[12.7 µM]
Fc1ccc(Nc2ccnc(-c3ccc4c(c3)OCO4)n2)cc1	-1%[0.501 µM]
CC(C)NC(=O)N1CC[C@@]2(CCCN(S(=O)(=O)c3ccccc3)C2)C1	18%[12.7 µM]
CN(Cc1ccco1)c1cc(-c2ccccc2C(F)(F)F)ncn1	12%[0.501 µM]
COc1ccc(CNc2nc(-c3c(C)noc3C)nc3ccccc23)c(OC)c1	-11%[0.501 µM]
COc1cccc(Nc2ncc3nc(C)c(=O)n(CCC#N)c3n2)c1	-4%[12.7 µM]
COCCn1c(=O)c(-c2cn(C)c3ccccc23)nc2cncnc21	-5%[12.7 µM]
CC(C)C(C)/C=C/C(C)C1CCC2C3=CC=C4CC(O)CCC4(C)C3CCC21C (centres undefined)	-1%[2.33 µM]
COc1cccc(Cn2c(=O)c(-c3ccc(F)c(F)c3)nc3cncnc32)c1	4%[12.7 µM]
O=C(c1ccco1)N1CCC2(CCCN(c3ccccc3)C2)CC1	-22%[12.7 µM]
Cn1cc(C2=C(c3cn(CCCSC(=N)N)c4ccccc34)C(=O)NC2=O)c2ccccc21	7.9µM*
COC(=O)C(C)c1ccc(C(=O)c2cccs2)cc1 (centres undefined)	-43%[2.33 µM]
CS(=O)(=O)Nc1cccc(-c2ccc3ncnc(NCc4cccs4)c3c2)c1	0%[0.501 µM]
CC(=O)N1CCC2(CC1)CN(C(c1ccccc1)c1ccccc1)C2	-3%[12.7 µM]
O=C(c1ccncc1)N1CCC2(CC1)CCN(C(c1ccccc1)c1ccccc1)CC2	-12%[12.7 µM]
COCCn1c(=O)c(-c2cccs2)nc2cnc(N3CCN(C)CC3)nc21	-4%[0.501 µM]
COCCn1c(=O)c(-c2ccc(OC)cc2)nc2cnc(N3CCOCC3)nc21	0%[0.501 µM]
CC(C)NC(=O)N1CC[C@@]2(CCCN(C(=O)Oc3ccccc3)C2)C1	5%[12.7 µM]
O=C(c1ccncc1)N1CCC[C@@]2(CCN(Cc3ccncc3)C2)C1	5%[12.7 µM]
COc1ccc(C(=O)N2CCC[C@@]3(CCN(c4ccccc4)C3)C2)cc1	-9%[12.7 µM]
O=C(c1csnn1)N1CCC2(CC1)CCN(c1ccncc1)CC2	5%[12.7 µM]
Cn1cccc1C(=O)N1CCC2(CCCN(C(=O)Nc3cccc(F)c3)C2)CC1	7%[12.7 µM]
O=C(c1csnn1)N1CCC[C@@]2(CCN(c3ccccn3)C2)C1	-18%[12.7 µM]
C[C@@]12CCC[C@H]1C1CC[C@H]3C[C@H](O)CC[C@]3(C)C1CC2 (some centres undefined)	34%[59 µM]

A portion of the library, so the mix of outcomes need not match the whole.
